Screening data (PubChem BioAssay)
PGC1a acetyl inh – PGC1a acetylation modulation, inhibitor mode | U2OS PGC1a acetylation, AlphaScreen anti-acetyl-lysine; with virally co-expressed GCN5 acetyltransferase | AID 651687 | hit rate 0.17% among 350,000 | inhibition, % at 15.6 µM;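 active means every replicate shows inhibition of at least 40%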;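 further: 0% = neutral control wells and 100% = positive control wells; some results beyond the cut were filed as inactive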
ARNT-TACC3 inh – disruptors of human ARNT/TACC3 interaction; Q9Y6A5; hit rate 0.66% among 390,000; AlphaScreen His-ARNT PAS-B/GST-TACC3 binding, luminescence; TACC3 fragment carries E629A point mutation; inhibition, % at 9.99 µM; AID 623870;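 active means mean inhibition of replicates at least 50% and at least half of replicates each reaching 50%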;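 further: 0% = complete ARNT plus TACC3 wells and 100% = ARNT alone without TACC3; many hits fall short of the cut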
LGR2 inh – inhibitors of bursicon-induced Drosophila LGR2 receptor cAMP signaling | hit rate 0.35% among 380,000 | inhibition, % at 9.99 µM | HEK293 LGR2, CRE-luciferase, bursicon-stimulated, 4 h;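 active means drop in luminescence signal, shown as inhibition above about 50% in the replicate tests, limit read from the data, passing the limit was not always enough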;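 further: agonist challenge used bursicon conditioned medium at about half maximal strength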
PglD inh – inhibitors of Campylobacter jejuni PglD acetyltransferase. hit rate 0.098% among 360,000. purified PglD enzyme, DTNB colorimetric CoA detection. inhibition, % at 12.5 µM; in the data active means inhibition above about 16%, passing the limit was not always enough; further: strong numbers were not always called active
PAX8 inh HTS – lowers PAX8-driven luciferase in RMG-I cells. RMG-I TPO-luciferase reporter, SteadyGlo, 24 h. inhibition, % at 12.6 µM. hit rate 1.2% among 360,000;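 active means mean replicate inhibition at least 60% with every replicate also reaching 60%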;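 further: luciferase light reporting Pax8 driven TPO promoter activity; plate controls were median of neutral control wells for no effect and mitoxantrone controls for full effect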
Statin myotox sup – protects C2C12 myotubes from simvastatin toxicity. rescue of ATP level, % at 7.49 µM. ATP luminescence, 48 h; scaled: DMSO 0, geranylgeraniol control 100. hit rate 0.78% among 330,000. AID 602340;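 active means mean ATP rescue above about 67%, or every replicate alone reaching that limit, limit read from the data, passing the limit was not always enough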;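 further: myotubes were challenged with 10 µM simvastatin during compound exposure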
GSIS activator – primary screen for activators of insulin secretion dependent on glucose, INS-1E cells, GLuc reporter luminescence. INS-1E GLuc reporter insulin secretion, 2-3 h. activation, % at 16.6 µM. hit rate 0.61% among 370,000;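 active means lowest replicate activation of at least 40%, so every replicate reaches that level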;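 further: 0% = median of neutral control wells and 100% = median of IBMX positive control wells; some compounds called inactive have numbers as strong as hits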
Cneo AK release – Cryptococcus neoformans lysis via adenylate kinase release; lysis activity, % at 15 µM; AID 651654; C. neoformans lysis, adenylate kinase release luminescence, 4 h; normalised: neutral wells 0, clomiphene wells 100; hit rate 0.2% among 360,000;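 active means mean lysis activity across replicates of at least 80%, whatever share of replicates individually reach that level; inactive means mean lysis activity below 80%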
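Test system: log-phase Cryptococcus neoformans yeast cells; Quantity: yeast cell density of 5 × 10^6 cells/mL; Buffer or medium: YPD; Doses: single compound concentration per well; Timing: 4 h at 37 °C static, read 1 h later; Measured by: AK luminescence; Read-out basis: lysis from increased AK signal; Control set: Clomiphene as positive control.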
Starred values were filed as active, the others as inactive.

Start of the listing, in advance (2 entries):
Results for Cc1ccc(SC[C@H](CC(C)C)N2CCN(CCc3ccccc3)CCC2=O)cc1 ?
PGC1a acetyl inh: -6.1; ARNT-TACC3 inh: -0.3; LGR2 inh: -36.9; PglD inh: -3.2; PAX8 inh HTS: -101.5; Statin myotox sup: -20.9; GSIS activator: -17.3; Cneo AK release: -1.0

How did O=C(Nc1ccccc1)C1CCCN1C(=O)Nc1ccccc1[N+](=O)[O-] (stereo not drawn) do in these assays?
ARNT-TACC3 inh: -2.6; LGR2 inh: -4.0; PAX8 inh HTS: 24.6; GSIS activator: -3.4

Main list, repeating the preview:
Results for Cc1ccc(SC[C@H](CC(C)C)N2CCN(CCc3ccccc3)CCC2=O)cc1 ?
PGC1a acetyl inh: -6.1; ARNT-TACC3 inh: -0.3; LGR2 inh: -36.9; PglD inh: -3.2; PAX8 inh HTS: -101.5; Statin myotox sup: -20.9; GSIS activator: -17.3; Cneo AK release: -1.0

How did O=C(Nc1ccccc1)C1CCCN1C(=O)Nc1ccccc1[N+](=O)[O-] (stereo not drawn) do in these assays?
ARNT-TACC3 inh: -2.6; LGR2 inh: -4.0; PAX8 inh HTS: 24.6; GSIS activator: -3.4

What do the screens show for `N#C/C(=C\c1c[nH]c2ccccc12)C(=O)NC1CCCC1`?
PGC1a acetyl inh: -6.8; ARNT-TACC3 inh: 2.8; LGR2 inh: -19.6; PglD inh: -11.7; PAX8 inh HTS: -10.8; Statin myotox sup: -8.3; GSIS activator: 6.3; Cneo AK release: 0.3

Results for Cc1cc(OCCn2cc(/C(N)=N/O)c3ccccc32)ccc1Cl ?
PGC1a acetyl inh: -14.1; ARNT-TACC3 inh: 0.2; LGR2 inh: -21.0; PglD inh: -1.9; Statin myotox sup: -236.5; GSIS activator: -12.2; Cneo AK release: -2.0

Results for CC(Oc1cccnc1[N+](=O)[O-])C(=O)Nc1cccc(Cl)c1 (stereo not drawn) ?
PGC1a acetyl inh: 11.2; LGR2 inh: -22.0; PAX8 inh HTS: -12.1; Statin myotox sup: 5.2; GSIS activator: -8.6; Cneo AK release: -0.2

How did COc1ccc2o/c(=N\O)c(C(=O)Nc3ccc(C)cc3)cc2c1 do in these assays?
ARNT-TACC3 inh: -3.5; LGR2 inh: -36.6; PAX8 inh HTS: -2.2; GSIS activator: -60.1

How did CCOC(=O)Cc1nn(Cc2nc(-c3ccc(C)cc3)cs2)c(=O)c2ccccc12 do in these assays?
PGC1a acetyl inh: 5.8; LGR2 inh: -0.8; PAX8 inh HTS: -31.2; GSIS activator: 5.2

Results for Cc1ccccc1CN1[C@@H](CC2CCCCC2)COCCS1(=O)=O ?
PGC1a acetyl inh: -33.7; ARNT-TACC3 inh: -0.2; LGR2 inh: 10.1; PglD inh: -6.4; PAX8 inh HTS: -1.7; Statin myotox sup: -16.2; GSIS activator: 11.3; Cneo AK release: 1.7

Results for CCOC(=O)c1ccc(NC(=O)CSc2nccn2C)cc1 ?
PGC1a acetyl inh: 14.2; ARNT-TACC3 inh: -6.2; PglD inh: -6.2; Statin myotox sup: -7.6; Cneo AK release: -2.2

Results for COCCNC(=O)[C@H]1[C@H](CO)[C@H]2Cn3c(ccc(-c4cccc(F)c4)c3=O)[C@@H]1N2C(=O)NC(C)C ?
ARNT-TACC3 inh: 4.7; LGR2 inh: 3.2; PglD inh: 1.6; PAX8 inh HTS: 6.9; Statin myotox sup: -33.2; GSIS activator: 1.7; Cneo AK release: -3.4

How did C=C1CCN([C@H](C(=O)NCc2ccc(Cl)c(Cl)c2)C(C)C)S(=O)(=O)c2ccccc21 do in these assays?
PGC1a acetyl inh: -0.4; ARNT-TACC3 inh: -1.3; LGR2 inh: 14.5; PglD inh: 8.1; PAX8 inh HTS: 21.2; Statin myotox sup: -3.9; GSIS activator: -24.6; Cneo AK release: 1.4

How did CC(=O)Nc1ccc(CC(=O)NCCC(c2ccccc2)c2ccccc2)cc1 do in these assays?
LGR2 inh: -5.6; PglD inh: 3.4; PAX8 inh HTS: 21.4; Statin myotox sup: -5.5; GSIS activator: -4.6; Cneo AK release: -0.2

Results for COCCNC(=O)C[C@H]1C[C@H]2c3cc(NC(=O)COC)ccc3O[C@H]2[C@@H](CO)O1 ?
PGC1a acetyl inh: 0.1; ARNT-TACC3 inh: -8.8; LGR2 inh: -1.6; PglD inh: -0.2; PAX8 inh HTS: -5.7; Statin myotox sup: 2.0; GSIS activator: 3.6; Cneo AK release: -1.8

Results for CCn1c(C)nc2cc(C(=O)N/N=C/c3ccccc3)ccc21 ?
PGC1a acetyl inh: -8.0; ARNT-TACC3 inh: 1.9; LGR2 inh: -75.0; PAX8 inh HTS: -104.9; Statin myotox sup: -5.9; GSIS activator: 2.9

How did Cc1ccc(Nc2nc(NCC3CC3)nc3ccsc23)c(C)c1 do in these assays?
LGR2 inh: -5.5; PglD inh: -1.2; PAX8 inh HTS: 22.4; Statin myotox sup: -47.7; GSIS activator: -22.7; Cneo AK release: -0.5

How did O=C1C2C(C(=O)N1CC1CCCO1)C1C=CC2C12CC2 (stereo not drawn) do in these assays?
PGC1a acetyl inh: -14.7; ARNT-TACC3 inh: -20.5; PglD inh: -3.0; Statin myotox sup: -5.2; Cneo AK release: -0.8

What do the screens show for `C[C@@H]1CN([C@@H](C)CO)C(=O)c2cc(NS(=O)(=O)c3ccc(F)cc3)ccc2O[C@@H]1CN(C)Cc1ccncc1`?
PGC1a acetyl inh: 1.2; ARNT-TACC3 inh: -13.8; LGR2 inh: 6.2; PglD inh: -1.7; PAX8 inh HTS: -4.2; Statin myotox sup: 11.3; GSIS activator: 3.5; Cneo AK release: -0.3

How did C[C@@H]1CN([C@@H](C)CO)C(=O)Cc2cc(NC(=O)Nc3ccccc3)ccc2O[C@@H]1CN(C)C(=O)Nc1cccc2ccccc12 do in these assays?
PGC1a acetyl inh: 1.2; LGR2 inh: 4.7; PglD inh: 3.4; Statin myotox sup: 14.8; GSIS activator: -12.5; Cneo AK release: 48.7

How did CC(C)CC1(C)NC(=O)N(CC(=O)Nc2ccc3c(c2)CCC3)C1=O (stereo not drawn) do in these assays?
PGC1a acetyl inh: -16.4; ARNT-TACC3 inh: -2.2; LGR2 inh: -6.0; PAX8 inh HTS: 2.0; GSIS activator: -5.9

What do the screens show for `Cc1cc(NC(=O)c2ccc(S(=O)(=O)N(C)CC3CCCO3)cc2)no1` (stereo not drawn)?
ARNT-TACC3 inh: 2.4; LGR2 inh: -5.5; PAX8 inh HTS: 7.7; GSIS activator: -0.5

Results for Cc1ccc2[nH]c(=O)c3cc(C(=O)N4CCN(C(=O)c5ccco5)CC4)sc3c2c1 ?
PGC1a acetyl inh: -0.8; ARNT-TACC3 inh: -0.8; LGR2 inh: -14.4; PglD inh: 1.0; PAX8 inh HTS: -2.7; Statin myotox sup: 6.5; GSIS activator: 1.9; Cneo AK release: 0.8

What do the screens show for `CO[C@@H]1CN(C)C(=O)c2cc(NC(=O)c3cccc(F)c3)ccc2OC[C@@H](C)N(C)C[C@H]1C`?
PGC1a acetyl inh: 0.7; ARNT-TACC3 inh: -5.6; LGR2 inh: 3.8; PglD inh: -4.2; Statin myotox sup: 14.9; GSIS activator: 12.5; Cneo AK release: -2.3

Results for Cc1ccccc1N(C(=O)c1csnn1)C(C(=O)NC1CCCC1)c1ccncc1 (stereo not drawn) ?
ARNT-TACC3 inh: 0.8; LGR2 inh: 6.7; PglD inh: 0.0; PAX8 inh HTS: -9.5; Statin myotox sup: 11.4; GSIS activator: -4.7; Cneo AK release: -1.3

Results for C[C@H](CO)N1C[C@H](C)[C@@H](CN(C)Cc2ccc(C(=O)Nc3ccccc3N)cc2)Oc2ccc(N(C)C)cc2C1=O ?
PGC1a acetyl inh: -4.0; ARNT-TACC3 inh: 8.4; LGR2 inh: 15.7; PglD inh: 3.7; PAX8 inh HTS: 29.5; Statin myotox sup: 56.0; GSIS activator: 0.3; Cneo AK release: 8.3

What do the screens show for `CCOc1ccccc1NC(=S)Nc1ccc(S(N)(=O)=O)cc1`?
PGC1a acetyl inh: -4.7; ARNT-TACC3 inh: 0.6; LGR2 inh: -19.8; PAX8 inh HTS: -24.6; GSIS activator: 12.6

How did COCc1cn(CC[C@@H]2CC[C@@H](NC(=O)Nc3ccc4c(c3)OCO4)[C@H](CO)O2)nn1 do in these assays?
PGC1a acetyl inh: 4.1; ARNT-TACC3 inh: -4.5; LGR2 inh: -15.2; PglD inh: 1.2; PAX8 inh HTS: -11.3; Statin myotox sup: 0.8; GSIS activator: -0.2; Cneo AK release: 6.5

How did Cc1ccc(S(=O)(=O)N[C@H]2CC[C@@H](CC(=O)NCc3ccc(Cl)c(Cl)c3)O[C@H]2CO)cc1 do in these assays?
PGC1a acetyl inh: 4.6; ARNT-TACC3 inh: -7.4; LGR2 inh: 10.7; PglD inh: -1.7; PAX8 inh HTS: 9.8; Statin myotox sup: 4.4; GSIS activator: -25.5; Cneo AK release: 2.7

Results for C[C@H]1CN([C@@H](C)CO)C(=O)Cc2cc(NC(=O)Nc3ccc(C(F)(F)F)cc3)ccc2O[C@H]1CN(C)Cc1ccc(-c2ccccc2)cc1 ?
PGC1a acetyl inh: -5.7; ARNT-TACC3 inh: 7.3; LGR2 inh: 4.7; PglD inh: -2.2; PAX8 inh HTS: 46.3; Statin myotox sup: 10.6; GSIS activator: 7.0; Cneo AK release: -2.0

What do the screens show for `COc1ccc(OCCC(=O)NC2CCCCC2)cc1`?
PGC1a acetyl inh: -2.5; ARNT-TACC3 inh: -1.7; LGR2 inh: -28.7; PAX8 inh HTS: 3.5; GSIS activator: 0.1

How did Cc1nnc2ccc(N3CCN(c4cccc(C(F)(F)F)c4)CC3)nn12 do in these assays?
PGC1a acetyl inh: -19.5; ARNT-TACC3 inh: 1.1; PglD inh: 1.6; PAX8 inh HTS: 24.8; Statin myotox sup: 15.5; Cneo AK release: 2.2

What do the screens show for `O=C(CN1C(=O)COc2ccc(S(=O)(=O)N3CCCC3)cc21)NC1CC1`?
PGC1a acetyl inh: -1.0; ARNT-TACC3 inh: 3.8; LGR2 inh: -3.9; PglD inh: -1.1; PAX8 inh HTS: -12.5; GSIS activator: 14.1; Cneo AK release: 1.4

How did CCN(CC)C(=O)Cc1c(O)c2ccccc2[nH]c1=O do in these assays?
PGC1a acetyl inh: -1.2; ARNT-TACC3 inh: -5.7; LGR2 inh: -10.2; PglD inh: -1.1; PAX8 inh HTS: 5.1; Statin myotox sup: -1.7; GSIS activator: 14.0; Cneo AK release: 1.3

How did CNC(=O)C[C@H]1CC[C@@H]2[C@H](COc3ccc(NC(=O)c4ccc(F)c(F)c4)cc3C(=O)N2C)O1 do in these assays?
PGC1a acetyl inh: 5.3; ARNT-TACC3 inh: -7.1; LGR2 inh: -1.2; PglD inh: -0.3; PAX8 inh HTS: -9.7; Statin myotox sup: 1.6; GSIS activator: 16.9; Cneo AK release: -5.6

How did C[C@@H]1CN([C@H](C)CO)C(=O)c2cc(-c3ccc(C(=O)N(C)C)cc3)cnc2O[C@H]1CN(C)C(=O)c1ccncc1 do in these assays?
PGC1a acetyl inh: 1.6; ARNT-TACC3 inh: -6.4; LGR2 inh: -1.7; PglD inh: 5.0; PAX8 inh HTS: -30.1; Statin myotox sup: -2.4; GSIS activator: 11.8; Cneo AK release: 6.6

How did CC1CC(=O)N(CC(=O)Nc2ccc(F)cc2)c2ccccc2S1(=O)=O (stereo not drawn) do in these assays?
PGC1a acetyl inh: -2.2; ARNT-TACC3 inh: -5.0; LGR2 inh: -5.4; PglD inh: 3.9; PAX8 inh HTS: 4.7; Statin myotox sup: -3.6; GSIS activator: 12.3; Cneo AK release: -1.2
